# HTR5A ag = HTR5A agonists in luminescence cell assay, primary screen, counter-screen for OPRM1-OPRD1 heterodimer agonist project, full-deck HTS; activation, % at 9.3 µM; hit rate 0.61% among 340,000; cell-based; AID 504692, 2011; in the data active = activation mostly above about 9.5%, no sharp cut-off; inactive = mostly below about 7.6%;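 note: 0% = cells with vehicle only and 100% = reference agonist; strong numbers were not always called active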
# SR-BI DiI inh = inhibitors of SR-BI mediated HDL lipid uptake, primary screen, ldlA[mSR-BI] cells, fluorescence, single point | ldlA[mSR-BI] CHO cells, DiI-HDL uptake fluorescence, 3 h | inhibition, % at 12.5 µM | hit rate 0.96% among 320,000;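 active = mean replicate inhibition of at least 70% and a set share of replicates each scoring 70 or more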;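 note: 0% = median of neutral control wells and 100% = median of positive control wells; values of inactives mirror those of a sister screen read the other way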
# Wnt bcat act = Wnt/beta-catenin pathway activators, primary screen, cell-based, plate reader, single point. activation, % at 9.35 µM. AID 743398, 2014. hit rate 1.2% among 300,000. Wnt/beta-catenin reporter cell assay, activator; in the data active = activation above about 30%, passing the limit was not always enough;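 note: 0% = neutral control wells and 100% = positive control wells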
# CDK5 inh = inhibitors of human CDK5/p35 kinase, primary screen, biochemical, single concentration; Cyclin-dependent kinase 5 (Homo sapiens) + Cyclin-dependent kinase 5 activator 1 (Homo …; Recombinant CDK5/p35, ADP-Glo luminescence, 60 min; inhibition, % at 10 µM; hit rate 0.01% among 330,000; AID 488839, 2010;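 active = highest replicate inhibition of at least 50% and at least 75% of replicates reaching 50%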;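 note: plate controls were DMSO neutral control for no effect and GW8510 at 10 µM for full effect; many of its hits are not listed in these tables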
# Target sequence (Q00535 whole entry, looked up): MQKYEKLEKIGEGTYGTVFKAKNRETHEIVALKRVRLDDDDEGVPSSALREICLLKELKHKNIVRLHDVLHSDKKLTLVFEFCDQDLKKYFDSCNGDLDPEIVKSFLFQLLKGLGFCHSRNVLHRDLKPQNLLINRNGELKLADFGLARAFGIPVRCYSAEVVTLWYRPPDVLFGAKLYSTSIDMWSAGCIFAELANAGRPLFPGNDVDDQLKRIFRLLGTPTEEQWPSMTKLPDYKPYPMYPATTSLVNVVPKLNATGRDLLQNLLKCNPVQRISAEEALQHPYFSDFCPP
# Target sequence (Q15078 whole entry, looked up): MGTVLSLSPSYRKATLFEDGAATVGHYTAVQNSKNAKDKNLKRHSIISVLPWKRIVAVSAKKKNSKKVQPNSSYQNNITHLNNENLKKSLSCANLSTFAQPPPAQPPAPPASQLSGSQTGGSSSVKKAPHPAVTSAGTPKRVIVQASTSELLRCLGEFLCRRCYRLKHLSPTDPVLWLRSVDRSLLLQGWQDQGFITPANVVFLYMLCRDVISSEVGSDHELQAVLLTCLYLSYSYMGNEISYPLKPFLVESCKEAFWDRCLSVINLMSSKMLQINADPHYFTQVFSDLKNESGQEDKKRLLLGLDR
# NSD2 inh = NSD2 histone methyltransferase inhibitors, primary screen, biochemical, AlphaScreen, single concentration, set 2; NSD2 peptide methylation, 120 min; Histone-lysine N-methyltransferase NSD2 (Homo sapiens), O96028; hit rate 0.54% among 310,000; inhibition, % at 12.5 µM; AID 743445, 2014; in the data active = inhibition above about 50%
# dFosB activator = activators of delta FosB homodimer, primary screen, biochemical, fluorescence polarization, TAMRA-CDK5 oligo, single point | Protein FosB (Mus musculus), P13346 | purified delta FosB; percent of positive-control signal above neutral wells | activation, % at 25 µM | hit rate 0.99% among 340,000 | AID 493131, 2011;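 active = mean activation above about 17%, with every replicate also reaching it, limit read from the data, passing the limit was not always enough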;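 note: fluorescence polarization rise as delta FosB binds a TAMRA Cdk5 AP-1 oligo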
# Target sequence (P13346 whole entry, looked up): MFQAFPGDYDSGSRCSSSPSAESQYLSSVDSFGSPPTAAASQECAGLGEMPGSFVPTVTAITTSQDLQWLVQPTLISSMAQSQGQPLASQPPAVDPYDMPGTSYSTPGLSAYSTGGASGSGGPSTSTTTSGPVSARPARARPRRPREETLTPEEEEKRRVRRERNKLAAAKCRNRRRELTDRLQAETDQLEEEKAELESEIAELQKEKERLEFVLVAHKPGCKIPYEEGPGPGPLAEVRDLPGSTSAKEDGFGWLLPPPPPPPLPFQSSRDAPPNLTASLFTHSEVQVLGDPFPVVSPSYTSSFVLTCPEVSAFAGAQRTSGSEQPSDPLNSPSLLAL
# PvdQ inh = P. aeruginosa PvdQ acylase inhibitors, primary screen, biochemical, fluorescence, plate reader and imaging, single point. inhibition, % at 10 µM. PvdQ acylase [Pseudomonas aeruginosa LESB58]. hit rate 0.063% among 340,000. purified PvdQ acylase; in the data active = inhibition above about 30%, passing the limit was not always enough;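 note: 0% = vehicle neutral wells and 100% = reference inhibitor wells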
# V-ATPase pH = regulators of yeast V-ATPase proton pumping, primary screen, pHLuorin cytosolic pH fluorescence; response, % at 10 µM; hit rate 0.37% among 350,000; S. cerevisiae; in the data active = response mostly above about 7.3%, no sharp cut-off; inactive = mostly below about 5.4%; note: actives read high; inactives centre near 0; some compounds called inactive have numbers as strong as hits; reference of the scale not given here
# HTR5A inv ag = HTR5A inverse agonists in luminescence cell assay, primary screen, counter-screen for OPRM1-OPRD1 heterodimer inverse agonist project, full-deck HTS. 5-hydroxytryptamine receptor 5A (Homo sapiens), P47898. HTR5A cell line, inverse agonism. inhibition, % at 9.3 µM. hit rate 0.083% among 340,000. AID 504634, 2011; in the data active = inhibition mostly above about 23%, no sharp cut-off; inactive = mostly below about 18%;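 note: 0% = cells with DMSO and 100% = no-cell wells with DMSO; some compounds called inactive have numbers as strong as hits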
# MITF act = activators of MITF-driven TRPM1 promoter reporter, primary screen, cell-based, SK-MEL-5, luciferase, single point | SK-MEL-5 TRPM1-promoter luciferase, 24 h; % of positive control, neutral wells = 0 | activation, % at 12.5 µM | hit rate 0.75% among 300,000 | AID 588334, 2011;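 active = mean activation of at least 80% with every replicate also reaching 80%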;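 note: 0% = neutral control wells and 100% = parthenolide positive control wells; values of inactives mirror those of a sister screen read the other way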
# * = called active by the depositor; . = not tested or not shown.
SMILES,HTR5A ag,SR-BI DiI inh,Wnt bcat act,CDK5 inh,NSD2 inh,dFosB activator,PvdQ inh,V-ATPase pH,HTR5A inv ag,MITF act
COc1cccc(-c2nnc(SCc3cccnc3)o2)c1,-2,6,.,0.9,.,-16,6,-3,2,58
COc1cccc(OCC(=O)Nc2c3c(nn2-c2ccccc2)CS(=O)(=O)C3)c1,3,-8,0,-0.7,0,-9,-19,1,-10,-6
O=C(Nc1ccccc1)N1CCn2c(nc3ccccc32)C1,.,-19,.,-1.5,.,-8,-1,0,.,11
COC(=O)c1ccc2c(c1)NC(=O)C(N(CC(C)C)CC(C)C)S2 (stereo not given),2,.,-4,-0.6,-2,-9,2,7,12,-3
CCN(C(=O)COC(=O)c1cc(C)n(-c2ccc(F)cc2)c1C)C1CCS(=O)(=O)C1 (stereo not given),5,2,.,0.9,4,1,-11,4,10,1
Cc1ccc(C23CC4CC(CC(C(=O)NC(C)C(=O)O)(C4)C2)C3)cc1 (stereo not given),1,3,-1,-0.1,-3,-1,9,4,-5,-1
COCCCNC(=O)CSc1nc2cc(S(=O)(=O)N3CCCCC3)ccc2o1,0,-14,-2,1.8,-1,-6,8,-2,9,3
COc1ccc(S(=O)(=O)N2CCOCC2)cc1C(=O)NCc1c(C)nn(Cc2ccccc2)c1C,4,7,-2,0.6,0,-20,-10,2,-12,-1
Cc1ccc(N(C(=O)c2ccco2)C2C=CS(=O)(=O)C2)cc1 (stereo not given),1,-1,-9,1.0,-2,-1,-7,-1,-2,-3
CC(C)c1ccc(/C=C/C(=O)NNC(=O)c2cccnc2)cc1,1,-21,.,-0.4,-2,1,-18,1,-9,9
C=CCN(CC=C)S(=O)(=O)c1ccc(NC(=S)NC(=O)Cc2ccc(OC)cc2)cc1,1,40,.,-0.6,4,-12,-1,-3,29,-3
O=c1c2ccccc2nc(SCc2nnc(-c3ccccc3)o2)n1-c1ccccc1,-1,24,-2,0.1,-2,-9,-8,1,19,2
O=C(NCc1ccncc1)/C(=C/c1cccc([N+](=O)[O-])c1)NC(=O)c1ccccc1,-3,-2,4,-2.9,-2,-2,-19,-2,-3,.
COc1ccc2c(c1OC)C(=O)OC2Nc1nc(-c2cccc([N+](=O)[O-])c2)cs1 (stereo not given),-1,-13,9,-9.8,4,2,-19,-3,-16,.
CCCN(CCO)C1CCN(CCc2ccccc2)CC1,-2,19,-3,-0.3,13,-10,-5,4,6,.
CCCCn1nc(C(=O)O)ccc1=O,-3,-35,-4,0.0,4,-4,-11,1,-9,-9
Cc1ccc2c(C)c(C(=O)N3CCCC(C(N)=O)C3)oc2c1C (stereo not given),-2,-3,24,-0.3,0,-11,-14,0,-13,40
COCCN1C(=O)N[C@@H](c2ccccc2)[C@@H](C(=O)OC)[C@H]1C,-3,-8,-2,-0.6,.,-3,-4,-4,8,2
CC12CN3CC(C)(CN(C1)C3c1cc(Br)ccc1O)C2=O (stereo not given),6,-7,.,-1.4,-1,-4,-13,2,6,-3
O=C(/C=C/c1ccc(-c2ccc(F)cc2)o1)N1CCCC1,2,43,15,-0.7,-2,-2,5,4,-37,64
COc1ccccc1-c1cc(C(=O)N/N=C\c2cn(C)nc2C)c2ccccc2n1,-5,66,-3,0.6,-3,-7,20,1,13,-18
CCOc1ccc(N(CC(=O)NC2CCCCC2)C(=O)CNC(=O)c2ccco2)cc1,0,-6,.,-0.9,-6,-5,3,0,-7,5
Cc1cc(C)c2nc(N(CCN(C)C)C(=O)/C=C/c3cccs3)sc2c1,11*,16,0,-0.4,-1,5,13,2,-8,-2
N#Cc1cnn(-c2cccc(Cl)c2)c1N,1,.,9,-0.3,2,-2,-3,-1,-2,1
COc1ccc(-c2noc3c2-c2nc(C(C)C)sc2CC3)cc1,5,36,3,0.6,.,3,2,-1,-13,-5

# Later entries:
SMILES,HTR5A ag,SR-BI DiI inh,Wnt bcat act,CDK5 inh,NSD2 inh,dFosB activator,PvdQ inh,V-ATPase pH,HTR5A inv ag,MITF act
CCC(C(=O)NCCc1c[nH]c2cc(OC)ccc12)c1ccccc1 (stereo not given),6,-20,-1,-0.2,4,-11,-14,-4,-20,-13
Cc1cc(=S)[nH]c2c(C)cccc12,-1,-4,.,2.4,18,1,9,-1,0,1
CCOc1ccc(-n2c(Cc3cc(=O)[nH]c(=O)[nH]3)nnc2SCc2cccnc2)cc1,9,-4,-1,1.1,.,-14,7,4,-28,7
CCOC(=O)/C=C1\CN(Cc2cc(OC)c(OC)c(OC)c2)S(=O)(=O)c2ccccc21,19,16,-8,-0.2,.,4,0,1,9,-6
CCOC(=O)C1=C(C(F)(F)F)Nc2ncnn2C1c1cc(OC)ccc1OC (stereo not given),-2,.,.,-0.6,9,-2,-14,2,8,-8
O=C(O)c1ccc(N/N=C/c2cccc3cccnc23)cc1,1,0,41*,0.2,-3,-2,2,0,-4,66
CCCCCCCCCC(=O)N[C@H](CN1CCOCC1)[C@H](O)c1ccccc1,-4,-16,-1,-1.7,.,0,-6,-5,1,6
Cc1ccc(S(=O)(=O)N(C)C)cc1NC(=S)NCc1ccco1,-3,11,1,-3.5,.,-7,-1,-1,8,11
Cc1ccc(C(=O)O)cc1N1C(=O)c2cccc3c([N+](=O)[O-])ccc(c23)C1=O,6,-8,0,-0.8,49,-10,1,9,22,.
Cc1c(C(=O)NCc2ccccc2CN2CCCC2)oc2ccc(F)cc12,3,2,-3,-1.3,-1,-3,-18,1,-7,27
C1=CC2CC1CC2CN1CCN(Cc2ccccc2)CC1 (stereo not given),-3,-20,.,2.7,-1,-7,9,0,-27,0
COc1cccc(/C=N\NC(=O)Cn2nnc3ccccc32)c1O,.,-19,-3,0.4,-1,-1,13,-3,.,-4
Cc1ccc(/C=N\NC(=O)C2CN(S(=O)(=O)c3ccccc3)CCN2S(=O)(=O)c2ccccc2)cc1 (stereo not given),0,12,-2,0.6,35,3,-10,3,-17,6
Cc1ccc(C(OCC(O)CNC(CO)C(O)c2ccc([N+](=O)[O-])cc2)c2ccccc2)cc1 (stereo not given),3,.,-3,-1.3,3,6,-11,0,-7,7
O=C(COC(=O)c1ccc(S(=O)(=O)Nc2ccccc2)cc1)NC1CCCC1,-1,0,-15,-1.8,0,-4,10,-3,2,4
CC(C)[C@H](NC(=O)OC(C)(C)C)C(=O)N/N=C/c1cccc2nccnc12,-2,7,0,-1.6,-5,-9,2,1,-25,1
Fc1ccc(CSc2nncn2NC/C=C/c2ccccc2)cc1,-1,1,.,0.2,-1,-9,0,4,2,-3
CN(C(=O)c1cnccn1)c1c(N)n(Cc2ccccc2)c(=O)[nH]c1=O,-7,-28,-2,-4.2,-1,-4,-8,3,-5,4
CN(C)CCOc1cccc(Br)c1,5,-7,-1,-0.5,6,-9,-7,-2,36,-4
N#Cc1nc(-c2ccccc2F)oc1NCCc1ccccc1,3,-2,3,1.0,0,-1,-12,0,-9,42
O=C(NN1C(=O)C2C3C=CC(O3)C2C1=O)c1ccccc1 (stereo not given),-4,-3,-2,0.2,-3,0,1,-3,6,-3
COC(=O)Nc1ccc(S(=O)(=O)N2CCCC(C(=O)NCC3CCCO3)C2)cc1 (stereo not given),-1,-1,-3,0.9,-2,-8,-10,0,5,-11
O=C(CN1CCC(n2nnc3cc(F)ccc32)CC1)NCCc1ccccc1,1,2,1,0.0,0,0,-11,4,5,.
Cc1ccc(NC(=O)Cn2cnc3sc(C(=O)NCc4ccco4)c(C)c3c2=O)cc1Cl,0,3,.,0.8,-1,7,-13,-2,-34,-1
CCOc1ccccc1NC(=O)COC(=O)c1ccccc1SCC(=O)N1CCCC1,5,28,-3,0.4,-3,-11,-16,0,-15,-12

# (list continues)
SMILES,HTR5A ag,SR-BI DiI inh,Wnt bcat act,CDK5 inh,NSD2 inh,dFosB activator,PvdQ inh,V-ATPase pH,HTR5A inv ag,MITF act
CCN(CC)C(=O)c1cc2c(=O)n3cccc(C)c3nc2s1,4,-63,3,0.9,-4,-16,-9,0,-13,-1
O=C(CCCCC(=O)Nc1ccccc1Cl)Nc1ccccc1Cl,9,.,1,-1.2,4,-3,14,3,-34,-7
CC1(NC(=O)CCc2nc3ccccc3c(=O)[nH]2)CCS(=O)(=O)C1 (stereo not given),1,10,0,-0.8,-3,-3,-1,-7,-4,10
Cc1cc(NC(=O)c2noc3c2CCc2ccccc2-3)n(-c2ccccc2)n1,1,39,1,0.8,.,-1,1,-4,10,-1
O=C(COc1ccc(Cl)cc1Cl)NCCC1=CCCCC1,1,-2,.,0.6,0,-15,-3,9,4,-1
COc1ccc(Nc2cc(C(=O)NCCCN3CCOCC3)c3ccccc3n2)cc1OC,5,34,1,-1.4,6,0,-9,0,-6,.
FC(F)(F)c1cccc(Cn2nnnc2-c2ccc(Cl)cc2)c1,2,2,.,-3.2,35,-12,-12,-2,-62,-6
CCOC(=O)c1ccc(NC(=S)N(CCCN2CCCC2)Cc2ccco2)cc1,-3,2,-1,1.0,2,-13,-9,-2,-19,-5
COc1ccccc1CN1CC(C(=O)N(Cc2cnn(C)c2)C(C)C)CCC1=O (stereo not given),2,-17,-1,0.2,-2,-8,-7,2,-8,12
CC(=O)Nc1cccc(NC(=O)COC(=O)CO/N=C(\C)c2ccc3c(c2)OCO3)c1,-1,-9,0,0.7,1,-4,2,-4,2,-10
CCOC(=O)c1[nH]c(C)c(C(=O)Nc2ccc(Cl)cc2)c1C,3,24,-1,1.6,.,2,-19,-2,-9,18
COc1ccc(-c2c(C)n([O-])c(C)c(-c3ccccc3)[n+]2=O)cc1OC,-1,-28,-2,0.6,2,-12,-4,-8,-8,2
O=C(O)CCc1nn2c3ccccc3nc2n(CCN2CCCCC2)c1=O,-6,-12,.,0.4,2,3,8,-2,23,13
O=C(CCN1C(=O)/C(=C/c2ccccc2Cl)SC1=S)Nc1ccccn1,-3,6,-2,.,-3,-7,-6,-2,10,-8
Cc1ccsc1-c1ccnc(-n2cccc2)n1,-3,4,15,2.0,8,-7,5,-3,8,-9
C=C1CCC[C@]2(C)C[C@H]3OC(=O)C(CN4CCCCC4CO)[C@H]3CC12 (stereo not given in full),0,5,5,-0.5,1,-9,-16,-2,-1,-78
CCOc1cc(C(=O)NCC(=O)N2CCC3(CC2)NCCc2[nH]cnc23)cc(OCC)c1OCC,-1,-16,-1,1.6,56*,-2,-5,-1,6,-10
COc1ccc(C2=NN(C(=O)CSc3nc4ncc(Cl)cc4[nH]3)C(c3ccco3)C2)cc1 (stereo not given),-2,11,6,3.4,.,-12,-3,-2,7,-6
CN(C)c1ccc(C(C(=O)NCC2CCCO2)N(C(=O)c2snc(C(N)=O)c2N)c2ccccc2)cc1 (stereo not given),6,-11,0,3.3,2,13,-18,-1,-39,-1
